SRC1 TRFRET art: counter-screen for PPARgamma SRC-1 recruitment agonists: TR-FRET artefact. TR-FRET detection artefact counter-screen, emission ratio; stronger effect = higher value. AID 1051. 0.34% of 99,000 active. TR-FRET ratio at 8 µM; in the data active means TR-FRET ratio above about 2300; further: inactives centre near 1800; reference of the scale not given here
SRC3 TRFRET art: TR-FRET artefact, counter-screen to PPARgamma/SRC-3 agonist assay. PPARgamma/SRC-3 format; stronger effect = higher value. TR-FRET ratio at 8 µM. 0.39% of 99,000 active; in the data active means TR-FRET ratio above about 2000; further: inactives centre near 1600; reference of the scale not given here
* marks the source's active call; other numbers are inactive results. Only part of the results is shown; the hit share may differ from the screen's.

Order of results – SRC1 TRFRET art	SRC3 TRFRET art
> CCC(=O)NC(=S)Nc1ccc(N2CCOCC2)cc1
    1510	1466
> COc1c(C)cc(C(=O)C2CCCN(C(=O)CCc3scnc3C)C2)cc1C (stereo not drawn)
    1608	1351
> O=C(CCC(=O)OCc1cccc([N+](=O)[O-])c1)Nc1ccc(F)cc1
    2114	1830
> Cc1ccc(CN2CCSc3ccc(C(=O)NCc4cccnc4)cc32)cc1
    1776	1439
> N[C@@H](CO)c1nnc([C@H](Cc2ccc(O)cc2)NC(=O)C2CCNCC2)o1
    1873	1621
> Cc1ccc(S(=O)(=O)N2CCCOC2CNC(=O)C(=O)NCc2ccco2)cc1 (stereo not drawn)
    1954	1524
> Cc1cc(=O)[nH]c(N/N=C/c2ccc([N+](=O)[O-])cc2)n1
    1819	1576
> O=C(C1CCN(Cc2nc(Cc3cccc(F)c3)no2)CC1)N1CCOCC1
    1658	1747
> CC(=O)N1CCc2ccc(S(=O)(=O)N3CCc4ccccc43)cc21
    1669	1472
> CCc1cccc(CC)c1NC(=S)N1CCn2cccc2C1c1cccnc1 (stereo not drawn)
    1712	1582
> COc1cccc(Sc2ccccc2/C=N/NC(N)=O)c1
    1813	1338
> COCCn1c(C)cc(C(=O)COc2cccnc2[N+](=O)[O-])c1C
    1584	1430
> COc1cc2[nH]c(=S)n(Cc3cccs3)c(=O)c2cc1OC
    1862	1738
> O=C(CSc1nnc2ccccn12)Nc1cccc(S(=O)(=O)N2CCOCC2)c1
    1694	1733
> CCOC(=O)CSc1nc2ccsc2c(=O)[nH]1
    1782	1609

Next records follow.
Order of results – SRC1 TRFRET art	SRC3 TRFRET art
> O=C(Nc1ccc(F)cc1)c1ccccc1S(=O)(=O)c1ccccc1[N+](=O)[O-]
    1948	1620
> O=C1NCC(O)=C1C=NCCCO
    1651	1542
> COc1ccc(/C=C/S(=O)(=O)NCc2ccccc2)cc1OC
    1664	1714
> CS(=O)(=O)N1CCCC(C(=O)Nc2ccc3c(c2)OCCO3)C1 (stereo not drawn)
    1743	1589
> O=C(NC(=S)N1CCOCC1)c1ccc([N+](=O)[O-])cc1
    1870	1404
> Cc1ccc(CN2CCN(/N=C\c3cccc([N+](=O)[O-])c3)CC2)cc1
    1891	1517
> O=C1Nc2ccccc2C(O)(C(=O)N2CCCCC2)N1c1ccccc1 (stereo not drawn)
    2138	1613
> Cc1ccnc(NC(=O)Cn2ccc([N+](=O)[O-])n2)c1
    2006	1484
> CC(=O)c1ccc(Cc2ccc(C(C)=O)cc2)cc1
    1888	1779
> COc1ccc(C(=O)C2CCCN(S(=O)(=O)c3cccnc3)C2)c(C)c1 (stereo not drawn)
    1856	1575
> Cc1ccc(C)c(N=C2NC(=O)CS2)c1
    1723	1299
> COc1ccc(C2c3c(ccc4ccccc34)Oc3ncn4nc(-c5ccco5)nc4c32)cc1 (stereo not drawn)
    1703	1672
> CCc1ccc(C(=O)CN2C(=O)C(C)N(c3ccc(C)cc3)C2=O)cc1 (stereo not drawn)
    1596	1559
> O=C(CCCCCNC(=O)c1ccccc1Br)N=Nc1c(O)[nH]c2ccccc12
    1874	1633
> Nn1c(SCc2cn3ccccc3n2)nnc1-c1ccncc1
    1795	1625

Additional results follow.
Order of results – SRC1 TRFRET art	SRC3 TRFRET art
> CCOC(=O)N1CCN(S(=O)(=O)c2ccc(C(=O)Nc3nnc(C)o3)cc2)CC1
    1844	1380
> CCc1nc2sccc2c(=O)[nH]1
    1515	1718
> O=S(=O)(N/N=C/c1ccc(N2CCOCC2)cc1)c1ccc(Br)cc1
    1996	1765
> CCOc1ccc(NC(=S)NCc2ccco2)cc1
    1795	1599
> CCOC(=O)N1CCN(C(=S)Nc2ccccc2C(C)C)CC1
    1973	1550
> Cc1ccccc1C(=O)NC(CC(C)C)C(=O)OCC(=O)c1c(N)n(C)c(=O)n(C)c1=O (stereo not drawn)
    2006	1488
> CCOC(=O)N1CCC(N2CCN(Cc3ccc(F)c(F)c3)C(CCO)C2)CC1 (stereo not drawn)
    1750	1420
> O=C1Nc2ccccc2OC1CC(=O)N1CCCC1 (stereo not drawn)
    2103	1697
> O=C(Nc1nc2c(F)cc(F)cc2s1)c1ccccn1
    1939	1827
> O=C(CO/N=C/c1ccc(OC(F)F)cc1)NCc1ccc(F)cc1
    1972	1633
> CCOc1ccccc1C(=O)NCC(=O)NCCCc1ccccc1
    1738	1663
> [O-]/C(=C(\C(=S)NCc1ccc2c(c1)OCO2)[n+]1ccccc1)c1ccc(Cl)s1
    1854	1703
> Cn1ncc(N)c1C(=O)Nc1cccc(C(F)(F)F)c1
    1765	1548
> O=C(COC(=O)c1cccc(O)c1)Nc1ccc(OC(F)F)cc1
    1835	1541
> CC(=O)N1CCN(c2ccccc2NC(=O)c2ccc(-c3cccc([N+](=O)[O-])c3)o2)CC1
    1625	1368

(continued)
Order of results – SRC1 TRFRET art	SRC3 TRFRET art
> CC1(C)CC(=O)C([N+](=O)[O-])=C(NCCCO)C1
    1818	1554
> C[C@@H](C(=O)Nc1ccc2ccccc2c1)[C@H]1C[C@]1(C)[C@H](NC(=O)c1cnccn1)c1ccccc1
    1615	1695
> CCc1cccc2c1NC(=O)C21N2CCCC2C(C(=O)c2ccc3ccccc3c2)C12C(=O)Nc1ccccc12 (stereo not drawn)
    1878	1683
> O=C(O)C(CC1CCCCC1)N1CCS(=O)(=O)CC1 (stereo not drawn)
    1666	1679
> O=C(CCOc1ccccc1)Nc1nnc(-c2ccc3c(c2)OCCO3)o1
    1658	1470
> Cc1ccc(/C=N/NC(=O)CNC(=O)c2cccc([N+](=O)[O-])c2C)o1
    1590	1512
> Cn1cccc1C1C(C#N)=C(N)OC2=C1C(=O)CC(C)(C)C2 (stereo not drawn)
    1872	1460
> CCN(CC)S(=O)(=O)c1cccc(NC(=O)c2ccc(Br)cc2)c1
    1904	1487
> COCC(=O)N(CCc1ccc(OC)c(OC)c1)Cc1cc2cc(C)ccc2nc1Cl
    1808	1641
> Nc1cc(C(=O)OCC(=O)NCc2ccc(F)cc2)ccc1Cl
    1580	1504
> Cc1ccc(NC(=S)N(Cc2cccc(Br)c2)CC2CCC(C(=O)O)CC2)cc1 (stereo not drawn)
    1738	1676
> CCN(Cc1ccccc1)C(=O)CSc1ccccc1C(=O)O
    1865	1701
> O=C(c1cnccn1)N1CCc2ccccc2C1
    1787	1679
> Fc1ccc(NC(=S)Nc2ccc(Cl)cc2)cc1
    1871	1397
> Cc1noc(C)c1COC(=O)C(c1ccccc1)c1ccccc1
    1564	1571

Quoted at random: 7 compounds from above
Order of results – SRC1 TRFRET art	SRC3 TRFRET art
> Cc1ccc(/C=N/NC(=O)CNC(=O)c2cccc([N+](=O)[O-])c2C)o1
    1590	1512
> Cc1ccc(NC(=S)N(Cc2cccc(Br)c2)CC2CCC(C(=O)O)CC2)cc1 (stereo not drawn)
    1738	1676
> Cn1cccc1C1C(C#N)=C(N)OC2=C1C(=O)CC(C)(C)C2 (stereo not drawn)
    1872	1460
> CC1(C)CC(=O)C([N+](=O)[O-])=C(NCCCO)C1
    1818	1554
> C[C@@H](C(=O)Nc1ccc2ccccc2c1)[C@H]1C[C@]1(C)[C@H](NC(=O)c1cnccn1)c1ccccc1
    1615	1695
> CCc1cccc2c1NC(=O)C21N2CCCC2C(C(=O)c2ccc3ccccc3c2)C12C(=O)Nc1ccccc12 (stereo not drawn)
    1878	1683
> Nc1cc(C(=O)OCC(=O)NCc2ccc(F)cc2)ccc1Cl
    1580	1504

(continued)
Order of results – SRC1 TRFRET art	SRC3 TRFRET art
> O=C(CSc1ccc(-c2cccc([N+](=O)[O-])c2)nn1)N1CCCCCC1
    1880	1385
> Cc1ccc(N2C(=O)NC(NC(=O)C(C)(C)C)(C(F)(F)F)C2=O)cc1 (stereo not drawn)
    1955	1649
> FC(F)(F)c1cc(-c2ccco2)nc(-n2nnc3ccccc32)n1
    1464	1645
> CC1CCN(CC(=O)Nc2nn(-c3ccccc3)nc2C(N)=O)CC1
    1968	1604
> CC1=NN(c2nc(-c3ccc(C)cc3)cs2)C(=O)C1N=Nc1cccc(O)c1 (stereo not drawn)
    1755	1388
> Cc1ccc(NC(=O)Cn2c(=O)oc3ccccc32)cc1
    1413	1707
> CC1Nc2nc(NC(=O)C(C)(C)C)[nH]c(=O)c2N(C)C1C (stereo not drawn)
    1728	1693
> CC1CCC2(CC1)NC(=O)N(Cc1nnc(-c3cccs3)o1)C2=O (stereo not drawn)
    1881	1576
> O=C(CCc1ccccc1)NNC(=O)c1ccccn1
    1443	1528
> COc1ccc(C2c3c(oc4ccccc4c3=O)C(=O)N2c2ccccn2)cc1OC (stereo not drawn)
    1796	1448
> COc1ccc(C(=O)NNC(=O)C2CCN(S(=O)(=O)c3ccc(C)cc3)CC2)cc1
    2053	1649
> Cc1ccc(S(=O)(=O)CCC(=O)OCC(=O)c2ccc(C)c(C)c2)cc1
    1732	1593
> O=C(CCN1C(=O)C2CC=C(Cl)CC2C1=O)Nc1ccccc1O (stereo not drawn)
    1771	1540
> O=c1[nH]n2c(=O)c3c([nH]c2c1N=Nc1cccc(Cl)c1)CCC3
    1829	1653
> O=C(NC1CCCCC1)C(c1cccnc1)N(C(=O)c1ccc(Cl)nc1)C1CCCCC1 (stereo not drawn)
    1815	1510

The list goes on.
Order of results – SRC1 TRFRET art	SRC3 TRFRET art
> CCN(c1ccccc1)S(=O)(=O)c1ccc(OC)c(NC(=O)CNCC(C)O)c1 (stereo not drawn)
    2061	1708
> O=C(Nc1ccccc1)Nc1ccc(Br)c(Cl)c1
    1518	1480
> O=C(NNc1c(F)c(F)cc(F)c1F)c1cc2ccccc2oc1=O
    1578	1390
> CN(Cc1ccccc1)C(=O)c1nc2ccccn2c1CNCCCOc1cccnc1
    1878	1609
> COc1ccc(-n2c(SCC(=O)O)nc3sc4c(c3c2=O)CCC4)cc1
    2034	1641
> O=C(c1ccc(Cl)cc1)N(Cc1ccccc1F)N1C(=O)CCCC1=O
    1684	1551
> CCn1nc(C)c(C2C(C#N)=C(N)OC3=C2C(=O)CC(C)(C)C3)c1C (stereo not drawn)
    1803	1475
> Cc1ccc(OCC(=O)Nc2ccc(N3CCN(C(=O)c4ccc(C)cc4)CC3)cc2)cc1
    1942	1555
> Cc1cccc2cc(C#N)c(SCC#N)nc12
    1921	1752
> Cc1ncc(CO)c(/C=N/NC(=O)c2ccccc2Br)c1O
    1849	1545
> Cc1ccc(O)c(C(=O)c2cc(C(=O)NCCc3ccccc3)c(=O)n(CCc3ccccc3)c2)c1
    1480	1519
> CCOc1ccc(CN(CCC#N)C(=S)NC(=O)c2ccccc2)cc1
    1755	1618
> CCOC(=O)N/N=C(/C)c1cccc(-n2cnnn2)c1
    1717	1841
> CCc1nnc(NC(=O)CSc2nnc(-c3ccc(O)cc3)n2C)s1
    1809	1622
> CC(c1cccs1)N(Cc1ccco1)C(=S)Nc1ccccc1Cl (stereo not drawn)
    1797	1726

New compounds follow
Order of results – SRC1 TRFRET art	SRC3 TRFRET art
> CC(=O)Nc1ccc(Oc2cc(NC(C)=O)cc([N+](=O)[O-])c2)cc1
    1682	1449
> CN1CCN(C(=O)CCc2ncc(C(F)(F)F)cc2Cl)CC1
    1647	1747
> CN1C(=S)N(c2ccccc2)C(=O)/C1=C/c1cccs1
    2083	1601
> NC(=O)NCCN1CCN(c2ncc(C(F)(F)F)cc2Cl)CC1
    1681	1798
> COC(=O)CC1c2cc(OC)c(OC)cc2CC(=O)c2cc(OC)c(OC)cc21 (stereo not drawn)
    1864	1608
> O=C(O)COCC(=O)Nc1ccccc1-c1ccccc1
    1830	1722
> CN(c1ncnc(N)c1[N+](=O)[O-])C1CCS(=O)(=O)C1 (stereo not drawn)
    1825	1472
> Cc1c(NC(=O)C(C)OC(=O)CC2CC3CCC2C3)c(=O)n(-c2ccccc2)n1C (stereo not drawn)
    1693	1600
> N#C/C(C(=O)NCc1ccco1)=C1/SC=C(c2ccccc2)N1c1ccccc1
    1896	1600
> Nc1ncnc2c1ncn2C1OC(CO)C(O)C1O (stereo not drawn)
    1661	1509
> COc1ccc(S(=O)(=O)n2nc(OC(C)=O)cc2N(C(C)=O)C(C)=O)cc1
    1713	1644
> Cc1ccc(-n2c(=O)cc(N3CCN(C(=O)c4ccco4)CC3)[nH]c2=O)cc1
    1574	1386
> CCn1c(CNC(=O)c2ccco2)nnc1SCC(=O)Nc1cccc(F)c1
    1364	1611
> N=c1c2c3c(sc2nc2n1CCCCC2)CCCCC3
    1846	1545
> c1ccc(CC2CCN(Cc3ccccn3)CC2)cc1
    1725	1281

Following part:
Order of results – SRC1 TRFRET art	SRC3 TRFRET art
> Cc1ccc2nc(N3CCN(c4ccccc4)CC3)c(C=O)c(=O)n2c1
    1934	1585
> COn1c(-c2ccc(Cl)cc2Cl)nc2ncccc21
    1771	1969
> Cc1nn(-c2nnc(NCc3ccccc3)nn2)c(C)c1Br
    2116	1712
> c1coc(-c2ccnc3ncnn23)c1
    1819	1350
> Nc1nc(Br)c2ccccc2c1-c1ccccc1
    2062	1676
> CCc1c(C)c(C#N)c2nc3ccccc3n2c1Cl
    1682	1569
> CCOC(=O)c1ccc(NC(=O)C(=O)NCCc2ccc(OC)cc2)cc1
    1862	1721
> CCC(=O)Oc1ccc(NC(=O)c2ccco2)cc1
    1711	1575
> O=C(OCc1nnc(-c2ccc(Br)cc2)o1)c1cncc(Br)c1
    1570	1495
> CCOC(=O)CC1C(=O)NCCN1C(=O)c1sc2ccccc2c1Cl (stereo not drawn)
    1710	1618
> Cc1cc(C)cc(N(C(=O)Cn2nnc(-c3ccccc3)n2)C(C(=O)NC2CCCCC2)c2ccccn2)c1 (stereo not drawn)
    1529	1381
> O=[N+]([O-])c1cc(C2Nc3cccc4cccc(c34)N2)ccc1Cl
    1808	1525
> Cc1c(C)c2ccc(OS(C)(=O)=O)c(C)c2oc1=O
    2022	1464
> NS(=O)(=O)c1ccc2nc(NC(=O)c3ccncc3)sc2c1
    1751	1709
> Cc1ccc(CN2CCN(Cc3ccc(Oc4ncccn4)cc3)CC2CCO)cc1 (stereo not drawn)
    1736	1676
> FC(F)(F)c1ccc(Oc2ccccc2Cl)nc1
    1878	1673
> Cc1ccc(Nc2nc(-c3ccc(O)c(O)c3)cs2)nc1
    1754	1506
